ATXN viability: reduces viability in counter-screen for ATXN expression inhibitors. S2 cells (HEK-293 line with an ATXN2-luciferase reporter) viability, CellTiter-Fluor protease fluorescence, 24 h. Potency, µM (top dose mostly 56.7 µM), usual class: cytotoxic. 0.49% of 400,000 active. AID 651635; also: potency is read from the fitted curve at half-maximal effect; nearly all actives have a fitted effect of over 40% in size
TGFb SMAD3 inh: blocks TGF-b signaling; HepG2 CAGA-GFP TGF-b/SMAD3 reporter, GFP fluorescence, 18 h; TGF-beta stimulated, 500 pg/mL final; Potency, µM (titrated, usually from 46.1 µM), inactives show at the top dose activity, negative = inhibition, usual class: inhibitors; 1.2% of 410,000 active; AID 588855; also: potency is read from the fitted curve at half-maximal effect; % is scaled to controls: 0 for no effect and ±100 for the full control effect; nearly all actives have a fitted effect of over 65% in size
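TGF-beta reporter screen: HEPG2 CAGA-GFP, 1% FBS, 500 pg/mL TGF-beta final, 18 h; per-cell GFP summed per well; curves fitted and categorized by class.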
CCT modulator: cytosolic chaperonin activity modulation; purified chaperonin ATPase assay, HTRF ADP detection, 30 min; activity change, % (no concentration beside the values), hits read low; 0.3% of 360,000 active; in the data active = activity change below about -30%; also: % is scaled to controls: 0 for no effect and ±100 for the full control effect
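First, chaperonin was dispensed at 40 nM or 20 nM final depending on batch activity. Next, compounds were pinned at 76 uM and ATP added at 10 uM. After 30 min at 37 °C, ADP detection reagents ran 30 min at ambient temperature.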
Nrf2 ARE act: activates Nrf2 signaling | AREc32 ARE-luciferase reporter (MCF7-derived line), luminescence, 24 h | Potency, µM (highest dose often 46.1 µM), for inactives: at the highest dose activation, usual class: activators | 0.31% of 410,000 active | AID 624171; also: potency is read from the fitted curve at half-maximal effect; % of control where 0% means no effect; nearly all actives have a fitted effect of over 65% in size
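Nrf2 activation is followed as ARE-luciferase induction in the AREc32 line after one day of compound treatment; luminescence is read with Steady-Glo.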
Nrf2 block: Nrf2 pathway inhibition; AID 504444; 2.1% of 360,000 active; A549 ARE-Fluc reporter, luciferase luminescence, 18-24 h; Potency, µM (highest dose often 46 µM), without a hit: at the top dose activity change, negative = inhibition, usual class: inhibitors; also: potency is read from the fitted curve at half-maximal effect; % is scaled to controls: 0 for no effect and ±100 for the full control effect; nearly all actives have a fitted effect of over 60% in size
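Reporter: ARE-Fluc in A549. Exposure: 18-24 h, 37 °C, 5% CO2, 5% FBS OPTI-MEM. Readouts: fluorescent cytotoxicity (CellTiter-Fluor), then luminescent Nrf2 signal after BugLite.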
pAkt inh: inhibitors of Akt phosphorylation; Neuro2A IGF-stimulated pAkt S473 HTRF, 20 min; stronger effect = lower value; activity change, % for hits at 50 µM; 0.32% of 360,000 active; AID 651550; in the data active = activity change below about -80%; inconclusive = mostly about -51% to -80%; also: % is scaled to controls: 0 for no effect and ±100 for the full control effect
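Single-point screen (50 µM final compound) in Neuro2A cells stimulated 20 min with 6 nM IGF at 37 deg C. After lysis, Ser473-phosphorylated Akt read by HTRF (ex 330 nm, em 615/665 nm) as the 665/615 ratio.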
MmCpn inh: blocks the Methanococcus maripaludis chaperonin Mm-Cpn. purified Mm-Cpn ATPase, ADP Transcreener TR-FRET. Potency, µM (titrated, usually from 76.9 µM), for inactives: at the highest dose activity, negative = inhibition, actives largely listed as inhibitors. 0.031% of 330,000 active; also: potency is read from the fitted curve at half-maximal effect; % is scaled to controls: 0 for no effect and ±100 for the full control effect; nearly all actives have a fitted effect of over 80% in size
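ATPase turnover read by TR-FRET ADP competition (Eu cryptate antibody/ADP-d2, 665/590 nm): 10uM ATP final, 25nM Mm-CPN final, 30 min 37degC after 10-min compound preincubation, pH 7.4 Tris/KCl/MgCl2/DTT buffer.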
HepG2 viability: HepG2 cytotoxicity, counter-screen for TGF-b inhibitors | 0.76% of 410,000 active | AID 588856 | Potency, µM (highest dose often 46.1 µM), for inactives: at the highest dose activity change, negative = cytotoxicity, usual class: cytotoxic | HepG2 CAGA-GFP viability, ATP luminescence, 18 h; also: potency is read from the fitted curve at half-maximal effect; some results filed as inactive show a strong effect at the top dose
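HepG2 CAGA-GFP cells (1000/well, DMEM with 1% FBS) received compound, then TGF-beta at 500 pg/mL final, and were incubated 18 hours at 37 degrees C. Viability was read by CellTiter-Glo luminescence. Media-only wells were set as complete cell-killing and DMSO as no toxicity.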
A549 tox: kills or reduces viability of A549 cells in Nrf2 counter-screen; Potency, µM (doses to about 46 µM), inactives show at the highest dose activity change, negative = cytotoxicity, most hits filed as inhibitors; A549 ARE-Fluc cells, CellTiter-Fluor viability, 18-24 h; AID 504648; 0.16% of 390,000 active; also: potency is read from the fitted curve at half-maximal effect; % is scaled to controls: 0 for no effect and ±100 for the full control effect
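A549 ARE-Fluc cells in 5% FBS OPTI-MEM, 5000 cells/well, rested 2 h then exposed to compounds in concentration-response for 18-24 h at 37 °C. Viability by CellTiter-Fluor fluorescence (Ex 405/Em 525) after 30 min; luciferase luminescence (BugLite, 15 min, RT) read afterwards.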
An asterisk follows results filed as active; i = inactive; ? = inconclusive; / = no result given; & = joins results of further samples; [ ] = remark or other dose. Unless noted, calls follow the shape of the dose curve; as a rule, active = well fitted curve in the direction sought with a large enough effect; inconclusive = small, poorly fitted or top-dose-only effect, or another doubt; inactive = no such curve, though single readings can be large; an effect the other way counts as inactive or inconclusive.

# | Structure | TGFb SMAD3 inh | Nrf2 block | Nrf2 ARE act | CCT modulator | ATXN viability | pAkt inh | MmCpn inh | A549 tox | HepG2 viability
1 | Cc1ccc(S(=O)(=O)Nc2ccncc2)c(C)c1N(C)S(=O)(=O)c1ccc(Cl)cc1 | -5.5% | -9.8% | -0.4% | 0.6 | i | i | -0.4% | 1.2% | -9.4%
2 | CC1CCN(S(=O)(=O)c2ccc(C(=O)NCc3cccnc3)cc2)CC1 | -7.6% | 1.5% | -0.6% | 1.2 | i | i | 1.8% | 3.0% | 6.4%
3 | CN(C)c1cccc(NC2=CC(=[N+]3CCOCC3)CC(C)(C)C2)c1 | -3.2% | -10.2% | -0.3% | -0.5 | i | i | -0.1% | -13.1% | -17.4%
4 | O=C(COC(=O)Cc1c(F)cccc1Cl)Nc1nnc(-c2ccccc2)o1 | ? | -14.7% | 0.3% | -24.7 | i | i | 1.7% | 0.0% | -13.0%
5 | CCN(CC)C(=O)c1sc2nc(-c3ccccn3)[nH]c(=O)c2c1C | 4.0% | -6.6% | 3.0% | -0.7 | i | i | / | 3.4% | 9.9%
6 | COC(=O)c1ccccc1S(=O)(=O)N1CCC(C(=O)OC(C)C(=O)Nc2ccc(NC(C)=O)cc2)CC1 (centres undefined) | 2.5% | 12.4% | -0.7% | -4.3 | i | i | -3.9% | 1.2% | -11.4%
7 | COc1ccc(CNC(=O)c2ccc[nH]2)cc1Cl | -5.4% | 11.9% | -0.2% | 2.6 | i | i | 0.1% | -4.7% | -3.1%
8 | O=C(CSc1nc(COc2ccccc2)nc2ccccc12)NC1CCCC1 | -31.4% | -6.0% | 3.9% | -0.9 | i | i | 0.5% | 2.8% | -6.5%
9 | CCOC(=O)NNC(=S)Nc1c(C)n(C)n(-c2ccccc2)c1=O | -1.1% | 4.0% | 0.0% | 1.4 | i | i | 0.8% | 1.3% | 8.9%
10 | NC(=O)c1ccc(-c2csnn2)cc1 | -7.2% | -22.2% | 7.0% | -6.7 | i | i | 0.2% | -0.1% | -3.4%
11 | COc1cccc(NC2=Nc3cccc4cccc2c34)c1 | 0.0% | 8.5% | 7.0% | -1.8 | ? | i | -1.0% | -11.2% | -29.4%
12 | CN1CCN(C(=O)CNC(=O)Cc2ccc(Cl)cc2)CC1 | -3.2% | 5.4% | 0.1%[9.22 µM] | -1.1 | i | i | 0.6% | 10.3% | 0.7%
13 | O=C(c1cccc(S(=O)(=O)N2CCCC2)c1)N1CCN(c2ncccn2)CC1 | -1.1% | 18.9% | -1.0% | -0.3 | i | i | 3.7% | 5.3% | 1.1%
14 | CN(C1CCCCC1)S(=O)(=O)c1ccc(C(=O)Nc2sc3c(c2C(N)=O)CC(C)(C)NC3(C)C)cc1 | ? | ? | 3.9%&4.7% | -3.1 | i | i | -3.1% | -4.8%&-1.6% | -45.8%&-42.7%
15 | Cc1cc(Cl)c(S(=O)(=O)N2CCN(c3ccccc3)CC2)cc1OCC(N)=O | -18.0% | -29.2% | -0.9% | 0.8 | i | i | 1.4% | -6.4% | -35.5%
16 | CCC(Sc1nc2ncccc2[nH]1)C(=O)N1CCOCC1 (centres undefined) | -3.5% | 2.3% | 0.0% | -2.8 | i | i | 0.5% | -0.6% | -5.5%
17 | CC(O)CNc1cnccn1 (centres undefined) | -1.1% | 13.2% | 0.5% | -6.0 | i | i | 2.5% | 2.8% | -6.0%
18 | O=C(CN1CCCC1)Nc1ccccc1Cl | -13.1% | -15.3% | -0.7% | -1.3 | i | i | 0.7% | 0.0% | 10.9%
19 | CCOc1ccc(S(=O)(=O)NCCc2csc3nc(-c4cccc(C)c4)nn23)cc1 | -9.4% | / | -0.8% | / | / | / | / | -17.6% | -14.4%
20 | COc1ccc(CCNS(=O)(=O)CCNC(=O)c2ccccc2)cc1 | 7.0% | -12.5% | 0.9% | 0.5 | i | i | -15.7% | 10.2% | 2.1%
21 | O=C(CSc1nnc(NC(=O)c2ccc3c(c2)OCO3)s1)NCc1ccco1 | -6.6% | ? | -1.0% | -6.7 | i | i | -15.8% | -1.5% | -10.6%
22 | Cc1ccc(NC(=O)CCc2c(C)nn(-c3ccc(N4CCCCC4)nn3)c2C)cc1 | -14.9% | ? | 3.2% | 1.9 | i | i | 1.2% | -3.6% | -2.4%
23 | O=C(O)c1ccc(-c2ccccc2Cl)o1 | 25.1% | 6.6% | 0.3% | -1.2 | i | i | -2.5% | 9.2% | -4.6%
24 | COC(=O)c1cccc(C#CC(NP(=O)(c2ccccc2)c2ccccc2)c2ccccc2)c1 (centres undefined) | ? | ? | -1.0% | -2.1 | ? | i | -1.4% | -18.0% | -41.5%
25 | CC(CNc1nc2ccccc2n2cnnc12)c1ccccc1 (centres undefined) | -25.3% | ? | 10.3% | 0.3 | i | i | -0.5% | 4.9% | -19.2%
26 | Cc1cc(C(C)(C)C)oc1C(=O)N(CC(=O)NC1CCCC1)c1ccc(F)cc1 | ? | ? | 0.8% | 0.3 | i | i | -0.6% | -15.7% | -30.3%
27 | C/C(=N\N=C1\NC(=O)C(CC(=O)Nc2ccc(Cl)cc2)S1)c1ccco1 (centres undefined) | 0.0% | 5.9% | ? | -8.0 | i | i | -4.8%[15.4 µM] | -0.7% | 21.5%
28 | CN(C)CCCNC(=O)C[C@H]1C[C@H](C(=O)N2CCOCC2)[C@@]2(C)c3[nH]c4cc(CCC(=O)N(C)C)ccc4c3CCN2C1=O | 1.5% | -0.7% | -0.7% | -3.1 | i | i | 0.3% | 2.9% | -21.2%
29 | O=[N+]([O-])c1ccc(N2CCN(c3ccc([N+](=O)[O-])cc3CO)CC2)c(CO)c1 | 0.0% | ? | 1.3% | -0.9 | i | i | -1.0% | ? | -0.8%
30 | COC(=O)c1cccc(C23CC4(C2)[C@H](CN(C)[C@@H]4c2ccccc2)C3c2ccc(C(F)(F)F)cc2)c1 (some centres undefined) | -14.4% | 10.1% | 0.5% | -0.2 | i | i | 0.8% | -2.1% | -1.8%
31 | Cc1cc(/C=N/Nc2ccc([N+](=O)[O-])cn2)c(C)n1-c1ccc(C(=O)O)cc1 | 2.6% | 7.0% | 7.7% | 2.8 | i | i | -4.5% | ? | -2.8%
32 | Cc1ccc(C(=O)CSc2nnc(-c3ccccc3)n2-c2ccccc2)o1 | -6.7% | / | -1.3% | -0.5 | i | i | -0.1% | 5.9% | -4.9%
33 | CC1CCN(S(=O)(=O)c2cccc(S(=O)(=O)N3CCCC3)c2)CC1 | -0.2% | -20.8% | 0.2% | -2.0 | i | i | 0.4% | 1.2% | 8.1%
34 | Cc1ccccc1N=C1SCCN1C(=O)CN1C(=O)NC2(CCCC2)C1=O | 0.0% | 5.7% | -0.3% | -2.0 | i | i | 0.6% | -1.5% | -33.2%
35 | Cc1ccccc1Cn1c(C)c(C(=O)NCC(C)C)sc1=O | 2.0% | / | -0.6% | 1.9 | i | i | / | / | 2.9%
36 | CC(C)c1ccccc1NC(=O)CCc1nc2ccccc2s1 | -42.4% | 8.4% | -0.4% | 0.6 | i | i | 0.3% | 11.0% | 3.5%
37 | COc1ccccc1C(=O)NCc1nnc(SCC(=O)Nc2nccs2)n1C | 7.0% | -10.2% | 1.7% | -0.6 | i | i | -0.8% | 2.1% | -9.6%
38 | Cc1[nH]n(-c2ccccc2)c(=O)c1C(=O)c1ccc([N+](=O)[O-])cc1 | -15.1% | ? | 0.0% | 0.2 | ? | i | -4.6% | -8.5% | -16.4%
39 | Cc1ccc(S(=O)(=O)c2c(O)c3ccc(C(=O)O)cc3[nH]c2=O)cc1 | 11.7% | 2.1% | -0.7% | -2.6 | i | i | -0.6% | 4.1% | 2.5%
40 | COCCn1c(SCC(=O)Nc2cccc(F)c2)nc2c(c1=O)SCC2 | 2.7% | -16.2% | 0.0% | -2.6 | i | i | 2.7% | 3.1% | 0.9%
41 | Cc1ccccc1C(=O)NNC(=S)NC(=O)c1ccccc1 | 1.7% | ? | 0.0% | -0.7 | i | i | 0.6% | -17.1% | -2.7%
42 | Cc1ccc(NC(=O)c2cc(S(=O)(=O)N3CCCCC3)ccc2N2CCOCC2)cc1S(=O)(=O)N(C)C | -14.5% | -14.2% | 0.3% | 2.7 | ? | i | / | 0.4% | -13.6%
43 | COc1ccc(S(=O)(=O)N(C)C[C@H]2Oc3c(NC(=O)Nc4c(C)noc4C)cccc3C(=O)N([C@@H](C)CO)C[C@H]2C)cc1 | 5.6% | 4.4% | 0.2% | -1.1 | i | i | 0.9% | -0.4% | -6.7%
44 | O=C(CSc1nc2ccccc2n1S(=O)(=O)c1cccc([N+](=O)[O-])c1)NCCc1ccccc1 | -12.6% | 18.4µM* | -0.3% | 0.8 | i | i | -4.9% | ? | -30.5%

Shown with two lines to a compound: entries from further up.
Values run as follows: TGFb SMAD3 inh | Nrf2 block | Nrf2 ARE act | CCT modulator | ATXN viability | pAkt inh | MmCpn inh | A549 tox | HepG2 viability
38) Cc1[nH]n(-c2ccccc2)c(=O)c1C(=O)c1ccc([N+](=O)[O-])cc1
 : -15.1% | ? | 0.0% | 0.2 | ? | i | -4.6% | -8.5% | -16.4%
39) Cc1ccc(S(=O)(=O)c2c(O)c3ccc(C(=O)O)cc3[nH]c2=O)cc1
 : 11.7% | 2.1% | -0.7% | -2.6 | i | i | -0.6% | 4.1% | 2.5%
40) COCCn1c(SCC(=O)Nc2cccc(F)c2)nc2c(c1=O)SCC2
 : 2.7% | -16.2% | 0.0% | -2.6 | i | i | 2.7% | 3.1% | 0.9%
41) Cc1ccccc1C(=O)NNC(=S)NC(=O)c1ccccc1
 : 1.7% | ? | 0.0% | -0.7 | i | i | 0.6% | -17.1% | -2.7%
